# Screening results: PubChem BioAssay, National Center for Advancing Translational Sciences (NCATS)
# Pol kappa inh: blocks human DNA polymerase kappa activity; hit rate 0.53% among 400,000; Potency, µM (highest dose often 107 µM), without a hit: at the highest dose activity, negative = inhibition, usual class: inhibitors; AID 588579; purified Pol kappa, fluorescent DNA synthesis assay, 10 min; further: potency means the concentration at half of the fitted maximal effect; on the % scale 0 is the no-effect control and ±100 the full control effect
#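 10 nM Pol kappa was preincubated with compounds for 15 min at room temperature. Reaction started with 50 nM (final) substrate. Fluorescence read kinetically at 0 and 10 min.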
# ERG-DNA inh: ERG Ets/DNA interaction inhibition | hit rate 0.028% among 370,000 | Potency, µM (top dose mostly 76.9 µM), inactives show at the highest dose FP activity, negative = inhibition, actives largely listed as inhibitors | fluorescence polarization, His-ERG Ets domain / labelled DNA; active means well fitted inhibition curve with a large enough effect in the polarisation, with a control signal flat; inconclusive means small, poorly fitted or top-dose-only effect, or effect the other way, or a change in a side signal; inactive means no such curve, though single readings can be large or run the other way; the % refers to the polarisation;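 further: polarization taken with two DNA probes labelled with fluorescein and Texas red; potency means the concentration at half of the fitted maximal effect; % of control where 0% means no effect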
#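 His-tagged ERG Ets domain (1 uM in the protein solution; 300mM KCl, 50mM Tris-HCl, 1mM EDTA, 1mM DTT, pH 7.5) received compound, then a probe mix of 5 nM fluorescein-DNA and 100nM Texas-615-DNA. Fluorescence polarization was read for both dyes.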
# 12-LOX inh: ALOX12 (human) lipoxygenase inhibition; hit rate 1.1% among 580,000; P18054; purified 12hLO, xylenol orange hydroperoxide absorbance; Potency, µM (titrated, usually from 108 µM), inactives show at the highest dose activity change, negative = inhibition, actives largely listed as inhibitors; AID 1671190; further: potency means the concentration at half of the fitted maximal effect; on the % scale 0 is the no-effect control and ±100 the full control effect
#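 Purified human 12hLO (150 nM final) in 25 mM Hepes, 0.01% Triton X-100, pH 7.0 was preincubated 15 min at room temperature with compound. Then 40 uM arachidonic acid was added, 30 min. Hydroperoxide was read by Fe-XO absorbance ratio 573/405 nm.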
# POLH inh: blocks human DNA polymerase eta activity; Q9Y253; recombinant Pol eta, fluorescent DNA replication assay; Potency, µM (highest dose often 114 µM), for the others: at the highest dose activity change, negative = inhibition, hits mostly inhibitors; hit rate 1.2% among 390,000; AID 588591; further: potency means the concentration at half of the fitted maximal effect; on the % scale 0 is the no-effect control and ±100 the full control effect
# Target sequence (Q9Y253 whole entry, looked up): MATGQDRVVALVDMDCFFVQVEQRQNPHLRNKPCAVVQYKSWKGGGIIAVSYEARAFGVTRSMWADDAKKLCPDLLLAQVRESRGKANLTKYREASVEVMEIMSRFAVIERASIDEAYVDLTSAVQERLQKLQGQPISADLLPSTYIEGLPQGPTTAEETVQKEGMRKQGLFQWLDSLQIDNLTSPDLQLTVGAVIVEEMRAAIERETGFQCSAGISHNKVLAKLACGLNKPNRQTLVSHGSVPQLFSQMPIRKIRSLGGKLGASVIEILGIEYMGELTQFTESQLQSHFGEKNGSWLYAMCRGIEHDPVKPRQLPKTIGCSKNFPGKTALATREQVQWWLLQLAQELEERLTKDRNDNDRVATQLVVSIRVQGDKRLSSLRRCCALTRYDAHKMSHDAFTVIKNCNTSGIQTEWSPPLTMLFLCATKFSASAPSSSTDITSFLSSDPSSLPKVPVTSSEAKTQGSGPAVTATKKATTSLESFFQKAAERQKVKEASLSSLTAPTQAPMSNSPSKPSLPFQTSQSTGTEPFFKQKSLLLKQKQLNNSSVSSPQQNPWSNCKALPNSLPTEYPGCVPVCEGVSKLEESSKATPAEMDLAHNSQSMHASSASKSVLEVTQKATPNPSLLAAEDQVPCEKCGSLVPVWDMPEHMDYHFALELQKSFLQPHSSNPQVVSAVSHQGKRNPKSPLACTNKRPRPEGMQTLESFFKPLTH
#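 Fluorescent replication assay: 50 nM final substrate added after a 15 min room-temperature compound preincubation with 10 nM enzyme. Signal taken at 0 min and again at 10 min.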
# LDHA block: LDHA (human) enzyme inhibition | AID 1347041 | hit rate 0.15% among 480,000 | activity change, % (values are at about 110 or 230 µM) | purified LDHA, NADH/diaphorase-resazurin fluorescence; stronger effect = lower value | P00338; in the data active means activity change below about -30%; inconclusive means mostly about -25% to -30%;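 further: plate controls were DMSO wells for no effect and wells without enzyme for full effect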
#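 Resorufin fluorescence (ex540/em590), read at 0 and 20 min after diaphorase/resazurin addition, reports the NADH left after a 5 min room-temperature reaction of 2 nM human LDH5 with 0.06 mM NADH and 0.2 mM pyruvate.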
# Pol beta inh: inhibitors of human DNA polymerase beta | Pol beta primer extension/strand displacement, fluorescence kinetic | P06746 | hit rate 1.3% among 340,000 | Potency, µM (series often up to 114 µM), without a hit: top-dose activity change, negative = inhibition, usual class: inhibitors; further: potency means the concentration at half of the fitted maximal effect; on the % scale 0 is the no-effect control and ±100 the full control effect
#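 Values derive from four-parameter Hill fits of normalized kinetic data: reads at 0 and 10 min following addition of 50 nM substrate to 10 nM Pol beta preincubated 15 min with compound.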
# APE1 inh: APE1 (human) endonuclease inhibition | P27695 | recombinant APE1, TAMRA/BHQ-2 abasic DNA cleavage fluorescence | Potency, µM (titrated, usually from 65.8 µM), for the others: at the top dose activity change, negative = inhibition, most hits filed as inhibitors | hit rate 0.35% among 350,000 | AID 2517;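 further: potency means the concentration at half of the fitted maximal effect; plate controls were vehicle for no effect and reference inhibitor for full effect; nearly all actives have a fitted effect of over 55% in size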
#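 Measures dequenching upon AP-site incision of a 5'-TAMRA/3'-BHQ-2 THF-containing duplex, 50 nM; human APE1 0.75 nM after 15 min room-temperature exposure to compound; kinetic three-point read at one-minute spacing.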
# RGS4 inh: blocks human RGS4-accelerated GTP hydrolysis. Potency, µM (top dose mostly 114 µM), inactives show at the highest dose activity change, negative = inhibition, hits mostly inhibitors. P49798. Transcreener GDP fluorescence polarization, RGS4-accelerated GTP hydrolysis. hit rate 0.039% among 390,000; further: potency means the concentration at half of the fitted maximal effect; on the % scale 0 is the no-effect control and ±100 the full control effect; nearly all actives have a fitted effect of over 75% in size; some results filed as inactive show a strong effect at the top dose
# Target sequence (P49798 whole entry, looked up): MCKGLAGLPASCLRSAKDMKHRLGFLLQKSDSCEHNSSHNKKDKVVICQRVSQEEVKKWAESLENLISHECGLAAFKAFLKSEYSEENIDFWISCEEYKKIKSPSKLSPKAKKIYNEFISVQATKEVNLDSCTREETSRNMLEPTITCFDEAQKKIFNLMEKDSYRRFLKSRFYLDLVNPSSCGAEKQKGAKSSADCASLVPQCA
#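 MLSMR compounds (23 nl, pin-transferred) preincubated 10 min at room temperature with a 500nM (2x) first reagent, then RGS4 at 900nM (2x) plus Transcreener GDP mix added; fluorescence polarization (620/688 nm) read before and after 90 min at 30 °C.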
# Apoferritin bind: candidate novel general anesthetic via apoferritin binding | AID 485281 | Potency, µM (highest dose often 77.5 µM), for the others: at the top dose activity change, negative = displacement, hits mostly inhibitors | hit rate 0.074% among 350,000 | P02791 | apoferritin/1-aminoanthracene competitive binding, fluorescence; further: potency means the concentration at half of the fitted maximal effect; on the % scale 0 is the no-effect control and ±100 the full control effect; nearly all actives have a fitted effect of over 20% in size
# Target sequence (P02791 2-175 limits assumed): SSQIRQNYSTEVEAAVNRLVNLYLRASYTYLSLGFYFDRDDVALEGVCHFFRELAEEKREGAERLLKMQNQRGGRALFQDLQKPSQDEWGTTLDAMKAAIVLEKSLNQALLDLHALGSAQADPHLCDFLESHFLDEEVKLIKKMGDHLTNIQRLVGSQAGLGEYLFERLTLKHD
#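 Concentration-response curves derived by four-parameter Hill fitting of normalized fluorescence, where compounds displaced 1-AMA from 10 uM horse apoferritin following a brief 10 min room-temperature incubation; propofol titration acted as positive control.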
# * = called active by the depositor; i = inactive; u = inconclusive; x = not tested or not shown; & = joins results of further samples; [ ] = remark or other dose. Unless noted, the call rests on the fitted dose curve; in most records, active means well fitted curve in the direction sought with a large enough effect; inconclusive means small, poorly fitted or top-dose-only effect, or another doubt; inactive means no such curve, though single readings can be large; an effect the other way counts as inactive or inconclusive.
SMILES,Pol kappa inh,ERG-DNA inh,12-LOX inh,POLH inh,LDHA block,Pol beta inh,APE1 inh,RGS4 inh,Apoferritin bind
CCCN(C(=O)Cn1cnc2sc(C)c(S(=O)(=O)N3CCN(c4ncccn4)CC3)c2c1=O)c1cccc(C)c1,10%,0%,u,-16%,-2,1%,x,1%,u
NC(=O)/C=C/C(=O)Nc1ccc(Cl)cc1,0%,8%,-1%,-4%,-9,-3%,-1%,-5%,-10%
COc1ccc2oc(C(=O)OC(C)C(=O)Nc3ccc(N4CCOCC4)cc3)c(C)c2c1 (centres undefined),-10%,-6%,-27%,u,-1,x,14%,11%,x
CCc1[nH]nc2c1C(c1cccnc1)C(C#N)=C(N)O2 (centres undefined),-3%,-1%,28%,2%,-7,32%,-5%,13%,-14%
COc1cc(C(=O)Nc2ccccc2-c2nnn(CC(N)=O)n2)cc(OC)c1OC,-13%,-2%,-26%,10%,0,0%,-1%,8%,-9%
CC(=O)N1c2ccccc2C(=O)C1N1CCN(c2ccc(Cl)cc2)CC1 (centres undefined),-15%,-4%,u,-1%,2,1%,x,-15%,2%
CCOc1ccc(N2C(=O)CC(N(Cc3ccco3)C(=O)CC)C2=O)cc1 (centres undefined),-4%,5%,-4%,-24%,0,16%,0%,-8%[11.4 µM],-2%
COc1ccc(NC(C)=O)cc1NC(=O)CN1CCN(CC(=O)Nc2ccc(Cl)cc2)CC1,-4%,-5%,6%,-4%,-6,10%,-4%,-30%,-10%
NS(=O)(=O)c1ccc(CNC(=O)c2ccc(S(=O)(=O)NCc3ccco3)cc2)cc1,-1%,-3%,117%,-6%,-12,x,13%,17%,x
COc1ccc(NS(=O)(=O)c2cccc(C(=O)O)c2)cc1,-2%[60.1 µM],x,-9%,-6%,-4,2%,-2%,-17%,-6%
CCOc1ccc(NC(=O)CSc2n[nH]c(=O)n2-c2ccccc2)cc1,-12%,-9%,0%,-4%,-9,20%,-3%,13%,-7%
COc1cc(NC(=O)C(NS(=O)(=O)c2ccc3c(c2)CCCC(=O)N3)C(C)C)cc(OC)c1 (centres undefined),20%,0%,-24%,-12%,-10,11%,x,-1%,-10%
COC(=O)C(C)N=Cc1ccccc1 (centres undefined),-6%,-1%,7%,-14%,-4,-4%,-4%,2%,-3%
COc1ccc(C)cc1NC(=O)CN1CCN(c2ccccn2)CC1,4%,1%,9%,-18%,-2,1%,31%,-39%[56.9 µM],-5%
Cc1ccccc1OCCC(=O)N1CCN(S(=O)(=O)c2ccccc2F)CC1,8%,9%,30%,0%,-2,10%,2%,-3%,-9%
CC1=NNC(=O)C1CC(=O)N/N=C/C=C/c1ccccc1 (centres undefined),0%,-1%,-2%,-11%,3,0%,9%,2%,0%
O=C(c1cccs1)N1CCCc2cc(NS(=O)(=O)c3ccc(F)cc3)ccc21,1%[60.1 µM],2%,-8%,-18%,-1,-3%,x,-11%,3%
Cc1ccc(C(=O)N/C(=C\c2cccc([N+](=O)[O-])c2)C(=O)OCN2C(=O)c3ccccc3C2=O)cc1,-6%,1%,-17%,-9%,-2,-10%,-1%,-28%,-14%
CCOc1cc(C(C(=O)NCC2CCCO2)N(C(=O)Cn2nnc3ccccc32)c2ccccc2C(C)=O)ccc1O (centres undefined),0%,2%,6%,-10%,1,37%,17%,-25%,-9%
O=C(c1cc2c(=O)n3ccccc3nc2s1)N1CCN(Cc2ccccc2)CC1,-4%,-9%,-11%,-2%,3,-24%,5%,1%,10%
Cc1cc(N2CCOCC2)n2cc(-c3ccc(F)cc3)nc2n1,23%,13%,11%,-18%,0,2%,-1%,-17%,-4%
Cn1c(N)c(C(=O)COC(=O)C(Cc2ccccc2)NC(=O)c2ccccc2)c(=O)n(C)c1=O (centres undefined),-10%,-2%,6%,-12%,-3,47%[activator],-5%,4%,-13%
CCc1ccc(CN2CCc3nc(N4CCN(CC)CC4)ncc3C2)cc1,-9%[60.1 µM],-1%,u,-14%,-7,33%,x,12%,-6%
O=S(=O)(c1ccccc1)n1nc(-c2ccc(Cl)cc2)nc1NCc1ccccc1,5%,-1%,1%,x,-7,-4%,x,-5%,-10%
COc1ccc(-c2nc3sc(CCNC(=O)c4ccccc4C)c(C)n3n2)cc1,-9%[60.1 µM],4%,u,-19%,2,-11%,x,4%,4%
O=C1NC(=S)N(C(=O)c2ccc(F)cc2)/C1=C/c1cccnc1,-9%,15%,0%,-10%,-8,u,0%,-32%,-4%
CCn1c(SCC(=O)Nc2ccc(N3CCOCC3)cc2)nnc1-c1ccncc1,4%,1%,2%,-11%,-3,27%,28%,-15%,-4%
Cc1ccc(OCC(=O)Nc2ccccc2-c2ccccc2NC(=O)COc2ccc(C)cc2)cc1,-8%,-10%,-29%,-9%,-2,3%[57.1 µM],-1%,-23%,-1%
COc1ccc(NC(=O)c2ccc[n+]([O-])c2)cc1,-5%,-11%,10%,1%,-7,-27%,9%,0%,-5%
N#CC1=C(N)N2C(=C(C#N)C1c1cccc(Br)c1)Nc1ccccc12 (centres undefined),-2%,-2%,-10%,-3%,-1,25%,16%,-10%,0%
O=C(NCCCc1ccccc1)c1cc([N+](=O)[O-])ccc1Cl,10%,2%,-6%,-16%,-3,-2%,1%,2%,u
COc1ccc(-c2cc(C(=O)O)c3sc(N4CCCCC4)nc3n2)cc1OC,-19%,10%,u,u,12,-1%,-3%,-30%,206%[activator]
CN(C)S(=O)(=O)c1ccc(C(=O)NCCc2ccco2)cc1,-4%,15%,-5%,-1%,-2,20%,3%,-18%,-10%
O=C(COc1ccccc1Cl)NCCNC(=O)c1ccco1,5%,2%,-15%,-15%,-9,61%,-5%,-1%,-8%
CCOC(=O)c1cc(CC)sc1NC(=O)COC,-11%,-15%,-5%,4%,0,21%,-4%,12%,0%
COC(=O)NNC(=O)/C=C/c1ccccc1,0%,-1%,16%,-14%,-5,28%,0%,7%,-6%
COC(=O)c1ccc(OCC(O)CN2CCN(C(=O)c3ccco3)CC2)c(OC)c1 (centres undefined),0%,-9%,u,4%,-10,25%,57%[activator],1%,-2%
COc1ccc(/C=N/Nc2nc3ccccc3[nH]2)cc1OC,-34%,-4%,-20%,-16%,-3,-14%,0%,-35%,-15%
C=CCNC(=O)/C(C#N)=C\c1cc(Cl)c(OCC)c(OC)c1,-7%,2%,-22%,2%,-5,1%,-2%,-33%,4%
C/C(=N\NC(=O)c1c(-c2ccccc2Cl)noc1C)c1cccc(NC(=O)C(C)C)c1,-13%,17%,-7%,-18%,-6,-12%,-1%,-1%,-10%

# Profiles, looked up by structure. Order of screens: Pol kappa inh | ERG-DNA inh | 12-LOX inh | POLH inh | LDHA block | Pol beta inh | APE1 inh | RGS4 inh | Apoferritin bind
# CCc1ccc(CN2CCc3nc(N4CCN(CC)CC4)ncc3C2)cc1 across the screens: -9%[60.1 µM] | -1% | u | -14% | -7 | 33% | x | 12% | -6%
# CCOC(=O)c1cc(CC)sc1NC(=O)COC across the screens: -11% | -15% | -5% | 4% | 0 | 21% | -4% | 12% | 0%

# Entries shown so far containing a COOH group, in the order listed:
SMILES,Pol kappa inh,ERG-DNA inh,12-LOX inh,POLH inh,LDHA block,Pol beta inh,APE1 inh,RGS4 inh,Apoferritin bind
COc1ccc(NS(=O)(=O)c2cccc(C(=O)O)c2)cc1,-2%[60.1 µM],x,-9%,-6%,-4,2%,-2%,-17%,-6%
COc1ccc(-c2cc(C(=O)O)c3sc(N4CCCCC4)nc3n2)cc1OC,-19%,10%,u,u,12,-1%,-3%,-30%,206%[activator]

# New compounds follow
SMILES,Pol kappa inh,ERG-DNA inh,12-LOX inh,POLH inh,LDHA block,Pol beta inh,APE1 inh,RGS4 inh,Apoferritin bind
CCCC(=O)Nc1c(-c2ccccc2Cl)c(=O)c2ccccc2n1C,-6%,-6%,8%,-6%,-2,0%,37%[activator],7%,13%
Cc1ccc(OC(=O)CCC(=O)Nc2ccc(C)c(C)c2)cc1,0%,12%,171%[activator],2%,-7,x,x,24%,x
CCOC(=O)C(C)Oc1ccc(OCc2ccccc2)cc1 (centres undefined),-4%,-3%,i,-10%,-8,-1%,-8%,-3%,-8%
Cc1ccc2c([N+](=O)[O-])c(C)ccc2n1,-3%,-8%,0%,-4%,0,-1%,-8%,7%,-22%
CCOC(=O)C1CCCN(C(=O)COC(=O)c2ccc(C#N)cc2)C1 (centres undefined),-1%,3%,-26%,-16%,-7,-5%,-3%,-4%,-5%
COc1cc(NC(=O)N2CCc3c(sc4c3CCCC4)C2c2ccccc2)cc(OC)c1OC (centres undefined),-14%[60.1 µM],2%,-18%,-23%,-6,1%,x,4%,-8%
Clc1ccc(-c2cnnc(-c3ccccn3)n2)cc1,-3%,6%,2%,-3%,0,x,7%,28%,x
Cc1ccc(N(CC(=O)N2CCN(c3cccc(C)c3C)CC2)S(=O)(=O)c2c(C)nn(C)c2C)cc1,-15%,0%,-13%,-21%,7,-3%,x,31%,71%[activator]
C[C@@]1(C2CCCC2)Cc2cc(OCC(=O)O)c(Cl)c(Cl)c2C1=O,1%[60.1 µM],x,22%,-2%[57.1 µM],x,6%[57.1 µM],-4%&11%&-1%,3%[56.9 µM],-3%&-2%
COC(=O)c1cccc(C(=O)Nc2ccc(C)cc2Br)n1,-6%,-4%,7%,-7%,-2,4%,-6%,-48%,u
CCn1c(C(O)c2cc(OC)c(OC)c(OC)c2)nc2ccccc21 (centres undefined),-2%,2%,-15%,0%,-9,1%,31%,7%,-2%

# This is a subset (hit frequency here may not be typical).
